Compound activity: PubChem, National Center for Advancing Translational Sciences (NCATS)
p53null 32C kill = kills p53 null cells at the permissive temperature | H1299-neo p53 null cells, ATP luminescence, 24 h, 32C | Potency, µM (doses to about 46.1 µM), for the others: at the top dose activity change, negative = cytotoxicity, usual class: cytotoxic | hit rate 0.62% among 55,000;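 further: 0% = DMSO only and -100% = full killing by 100 µM tamoxifen; nearly all actives have a fitted effect of over 55% in size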
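ATP-content luminescence in p53-null H1299-neo cells after 24 h compound exposure (up to 46 uM) at 32C permissive temperature; 0% and 100% killing set by DMSO and 100 uM tamoxifen; Hill-equation AC50.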
p53null 39C tox = p53 null cell cytotoxicity, nonpermissive temperature. hit rate 0.97% among 55,000. H1299 p53-null (neo) cells, 39C, ATPlite viability, 24 h. Potency, µM (doses to about 46.1 µM), for the others: at the highest dose activity, negative = cell killing, usual class: cytotoxic;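 further: 0% = DMSO only and -100% = full killing by 100 µM tamoxifen; nearly all actives have a fitted effect of over 50% in size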
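Luminescent ATP signal reported cell survival after H1299 lines (neo, p53 null; or p53 A138V) received up to 46 uM compound and 24 hr incubation at 39C.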
* hit, by the source's call; ? = inconclusive; [ ] = another dose, or the depositor's remark. The call rests on the fitted dose curve; in most records, active means well fitted cell-killing curve with a large enough effect; inconclusive means small, poorly fitted or top-dose-only effect; inactive means no such curve, though single readings can be large or run the other way. Potency means the concentration at half of the fitted maximal effect. These rows are one share of the data, so the mix of outcomes need not match the whole.

Preview (2 entries):
smiles	p53null 32C kill	p53null 39C tox
CCC(Sc1nc2ccccc2s1)C(=O)Nc1cc(C)on1 (stereo not given)	-7%	-14%
O=C(N/N=C/c1ccc(N2CCOCC2)o1)c1cccc(F)c1	0%	19%

All compounds of this part, repeating the preview:
smiles	p53null 32C kill	p53null 39C tox
CCC(Sc1nc2ccccc2s1)C(=O)Nc1cc(C)on1 (stereo not given)	-7%	-14%
O=C(N/N=C/c1ccc(N2CCOCC2)o1)c1cccc(F)c1	0%	19%
CC(NC(=O)CSc1nc2sc3c(c2c(=O)n1-c1ccccc1)CCCC3)c1ccccc1 (stereo not given)	6%	7%
Cn1nnnc1SCC(=O)N1CCOCC1	-4%	19%
CCC(=O)Nc1nc2ccc(S(C)(=O)=O)cc2s1	4%	-10%
CC(=O)Nc1ccc2nc(-c3cccnc3)[nH]c2c1	-7%	15%
COc1ccc2c(c1)c1nc3ccccc3nc1n2Cc1ccc(OC)c(OC)c1	-8%	-8%[1.84 µM]
O=C(c1ccco1)N1CCN(C(c2ccccn2)c2nnnn2C2CCCC2)CC1 (stereo not given)	5%	12%
Cc1ccc(OCCNS(=O)(=O)c2ccc(N3CCCC3=O)cc2)cc1	-6%	-10%
CC(C)[C@H](NC(=O)c1ccccc1)C(=O)OCC(=O)Nc1ccc2c(c1)OCCO2	-4%	-24%
CCOC(=O)C(C)Sc1ncnc2c1c(-c1ccccc1)cn2-c1ccc(OC)cc1 (stereo not given)	-3%	-7%
O=C(NCCCn1ccnc1)C(=O)NCc1ccccc1	4%	13%
CCCCCCCCCn1c2c(c(=N)c3c1CCC3)CCC2	2%	-3%
CCN(CC)CC#CCC(O)(c1ccccc1)C1CCCC1 (stereo not given)	-13%	-6%
COc1ccc(N2C(=O)CSC23C(=O)Nc2ccccc23)cc1 (stereo not given)	-1%	25%
CCCOn1nnnc1-c1ccccc1	-3%	22%
O=c1cc(N2CCc3ccccc32)[nH]c(=O)n1-c1ccccc1	-8%	4%
O=C(O)c1cccnc1Oc1ccccc1	8%	3%
COc1ccc(-n2nnnc2SC(C)C(=O)NCC(=O)Nc2ccc(F)c(F)c2F)cc1 (stereo not given)	-3%	12%
CCc1ccc(C2C(C#N)=C(N)Oc3n[nH]c(CC(=O)OC)c32)cc1 (stereo not given)	3%	-12%
CN1CCN(C2=Cc3ccccc3Sc3cc(F)c(Cl)cc32)CC1	?	?
CN1CCN(CCCNC(=O)Cn2ncc3c4ccccc4n(C)c3c2=O)CC1	14%	0%
O=C(NCC1COc2ccccc2O1)c1cc2ccccc2o1 (stereo not given)	-10%	-12%
COc1ccc(C(=O)COC(=O)C(CC(C)C)N2C(=O)c3ccccc3C2=O)cc1 (stereo not given)	?	?
COc1ccc(OC)c(S(=O)(=O)Nc2ccccc2C(F)(F)F)c1	-4%	-4%
c1cc2c(cc1C1CCCCC1)c1c3n2CCCNC3CCC1 (stereo not given)	-19%	?
COc1ccccc1N(C)S(=O)(=O)c1ccc(C(=O)NC2=NCCS2)cc1	-2%	20%
CCCS(=O)(=O)NCCc1cc2cc(C)c(C)cc2[nH]c1=O	2%	1%
CC(C)CN1C(=O)c2ccccc2C1(O)Cc1ccccc1 (stereo not given)	-1%	-8%
CCC(=O)Nc1nnc(SCC(=O)N2c3ccccc3CC2C)s1 (stereo not given)	-6%	-10%
Cc1ccc(S(=O)(=O)c2cn(Cc3ccc(F)cc3)c3cc4c(cc3c2=O)OCO4)cc1	7%	16%[1.84 µM]
CCc1ccc(CN2CCN(C(=O)c3cccc(OC)c3OC)CC2)cc1	-14%	-19%
O=C(Nc1ccccc1-c1ccccc1NC(=O)c1ccco1)c1ccco1	15%	-2%
CC1CN(c2oc(COc3ccc(Cl)cc3Cl)nc2C#N)CC(C)O1 (stereo not given)	-7%	-6%
Cc1ccc(C(=O)CSc2ncnc3sc4c(c23)CCC(C)C4)cc1 (stereo not given)	-1%	-1%
CC(C)Oc1ccc(Cc2c(O)nc(NCCCN(C)C)[nH]c2=O)cc1	3%	7%
Cc1ccccc1-n1c(=O)cc(N2CCN(C(=O)c3ccco3)CC2)[nH]c1=O	1%	8%
O=C(CS(=O)(=O)c1cn(Cc2ccccc2Cl)c2ccccc12)N1CCOCC1	-5%	-12%
COc1cc(/C=N\Nc2nc3ccccc3o2)cc(OC)c1OC	-3%	-4%
CCOC(=O)C1CCN(C(=O)CSc2ccc(Cl)cc2)CC1	1%	22%
CN1C(=O)SC(Nc2cccc3ccccc23)C1=O (stereo not given)	-4%	-7%
O=C(c1cc2ccccc2oc1=O)N(Cc1ccccc1)CC1CCCO1 (stereo not given)	-5%	-6%
O=C(NNC(=S)Nc1ccccc1Cl)C1CC1	-7%	29%
O=C(NCCc1ccccc1)C(c1ccncc1)N(C(=O)c1csnn1)C1CC1 (stereo not given)	5%	5%
Cc1ccccc1N=C(NOCc1ccccc1)c1nonc1N	2%	5%
COC(=O)C1=CN(C(C)C)C=C(C(=O)OC)C1c1cc(Br)c(OC)c(OC)c1	46%[activator]	3%
CC1CCCCN1C(=O)Cn1nnc(-c2cccnc2)n1 (stereo not given)	1%	3%
O=C(Nc1cccc2ccccc12)C1CCN(C(=O)Cc2ccccc2)CC1	13%	0%
CCn1c(CCNC(=O)c2cccs2)nnc1SCC(=O)Nc1ccc(Cl)cc1	-4%	4%
Cc1cc(C(F)F)nn1CC(=O)N1CCSCC1	-4%	-21%
CCCSc1nnc(CNC(=O)C23CC4CC(CC(C4)C2)C3)n1Cc1ccccc1	1%	-7%
O=C(CSc1nnc(-c2ccc(F)cc2)c2ccccc12)Nc1cccc(Cl)c1	-1%	2%
Nc1ccc2nc(-c3ccccn3)[nH]c2c1	?	-24%
COc1cc2c(cc1NCc1ccccn1)oc1ccccc12	-2%	3%
CSC1=C(C#N)C(c2cccc(Br)c2)CC(=O)N1 (stereo not given)	-13%	-14%
Cc1cccc(C)c1OCC(=O)N/N=C/c1cccn1C	7%	4%
COc1ccc(C2=Nn3c(nnc3-c3cccnc3)SC2)cc1	4%	1%
O=C1C2C3C=CC(C3)C2C(=O)N1CCCO (stereo not given)	5%	-6%
Cc1ccc(C(=O)NNS(=O)(=O)c2ccccc2[N+](=O)[O-])cc1	-3%	-4%
COC(=O)C1=C(NC(=O)COc2ccc3ccccc3c2)CCS1	11%	21%

More results follow:
smiles	p53null 32C kill	p53null 39C tox
CN(C)S(=O)(=O)c1ccc(NC(=O)C2COc3ccccc3O2)cc1 (stereo not given)	11%	4%
Nc1nc(SCc2ccccc2Cl)[nH]c(=O)c1-c1ccccc1	-5%	-10%
Cc1ccc(Cn2cc(/C=N/Nc3ccc([N+](=O)[O-])cn3)c3ccccc32)cc1	-7%	17%[1.84 µM]
COC(=O)C1=C(Nc2ccc(C)cc2)C=C(C)C(C(=O)OC)C1c1cccc(OC)c1 (stereo not given)	20%	8%
CC1Oc2ccccc2N(Cc2ccccc2Cl)C1=O (stereo not given)	-9%	3%
COc1ccc(C(O)Cc2nc3ccccc3n2C)cc1OC (stereo not given)	-1%	11%
Cc1ccc2nc(N/N=C/c3ccccc3F)nc(-c3ccccc3)c2c1	-14%	26%
O=C1C=C(c2ccccc2)C[C@H](c2cccs2)[C@H]1n1cnc([N+](=O)[O-])c1	-3%	3%
COc1ccc(C)cc1S(=O)(=O)N(C)CC(=O)N1CCC(C)CC1	-5%	1%
CC1CCN(CCCNC(=O)c2ccc(CS(=O)(=O)Cc3ccccc3F)o2)CC1	-11%	21%
CCc1nnc(NC(=O)c2c(O)c3c([nH]c2=O)CCCC3)s1	1%	7%
COc1ccccc1C(=O)Nc1ccc(C(=O)O)cc1	5%	-3%
Cc1cccc(C)c1NC(=O)CS(=O)CC(=O)NC1CCCc2ccccc21 (stereo not given)	-10%	-3%
CC(Sc1nc(-c2ccccc2)cc(C(F)(F)F)n1)C(=O)N1CCC(C(N)=O)CC1 (stereo not given)	1%	8%
O=c1c([N+](=O)[O-])c(NC2CCCCC2)c2ccccc2n1-c1ccccc1	-3%	11%
Cc1c(C(=O)NCc2ccccc2)oc2c1C(=O)CCC2	0%	18%
CCc1ccc(C2C(C(C)=O)=C(C(=O)OC)Nc3nnnn32)cc1 (stereo not given)	-4%	5%
Cc1ccc(O)c(C(=O)c2cnc3c(c2)COc2ccccc2-3)c1	3%	-4%
COc1ccc(C(=O)Nc2c(N)nc(SCC(=O)N3CCCCCC3)[nH]c2=O)cc1OC	2%	11%
Cc1nc2sc(C(c3ccco3)N3CCN(c4cccc(Cl)c4)CC3)c(O)n2n1 (stereo not given)	0%	-2%
CC1CC(C)CN(C(=O)Cn2c(-c3nonc3N)nc3ccccc32)C1 (stereo not given)	-5%	-4%
Cn1c(SCC#N)nnc1-c1cnccn1	0%	3%
COc1cc(/C=N/NC(=O)CCn2nnc3ccccc32)ccc1O	-13%	4%[1.84 µM]
COc1ccc(NC(=O)c2oc3cc(C)c(C)cc3c2C)c(OC)c1	-8%	3%
O=C(CNc1cccc(C(F)(F)F)c1)N/N=C/c1cccc(Br)c1	-22%	-12%
Nc1cc(C(=O)c2ccccc2)ccc1N1CCOCC1	-16%	-8%
CC(=O)[C@@H]1[C@@H]2C(=O)N(c3ccc(F)c(Cl)c3)C(=O)[C@@H]2C2c3ccccc3C=CN21 (stereo not given in full)	-12%	-5%
CCOC(=O)C(NC(C)=O)(Nc1ccc(S(=O)(=O)Nc2ccncn2)cc1)C(F)(F)F (stereo not given)	-2%	23%
COc1ccc(N=NC2=C(O)CC(C)(C)CC2=O)c(OC)c1	13%	24%
Cc1cc(N2CCCC2=O)cc(C)c1S(=O)(=O)NCCOc1ccc(C(C)(C)C)cc1	2%	5%
O=C(CSc1oc(-c2ccc(F)cc2)nc1S(=O)(=O)c1ccccc1)NCC1CCCO1 (stereo not given)	-6%	-5%
Fc1ccc2c(c1)[C@H]1OCC[C@H]1[C@@H](c1ccco1)N2	-12%	-7%
Cc1cc(C)n(-c2nc3ccccc3c(=O)n2OCCOc2ccccc2)n1	-11%	-12%

An excerpt of these results, with two lines to a compound:
Fields – p53null 32C kill	p53null 39C tox
- CC1CCN(CCCNC(=O)c2ccc(CS(=O)(=O)Cc3ccccc3F)o2)CC1
→ -11%	21%
- CCc1nnc(NC(=O)c2c(O)c3c([nH]c2=O)CCCC3)s1
→ 1%	7%
- COc1ccccc1C(=O)Nc1ccc(C(=O)O)cc1
→ 5%	-3%
- Cc1cccc(C)c1NC(=O)CS(=O)CC(=O)NC1CCCc2ccccc21 (stereo not given)
→ -10%	-3%
- CC(Sc1nc(-c2ccccc2)cc(C(F)(F)F)n1)C(=O)N1CCC(C(N)=O)CC1 (stereo not given)
→ 1%	8%
- O=c1c([N+](=O)[O-])c(NC2CCCCC2)c2ccccc2n1-c1ccccc1
→ -3%	11%
- Cc1c(C(=O)NCc2ccccc2)oc2c1C(=O)CCC2
→ 0%	18%
- CCc1ccc(C2C(C(C)=O)=C(C(=O)OC)Nc3nnnn32)cc1 (stereo not given)
→ -4%	5%
- Cc1ccc(O)c(C(=O)c2cnc3c(c2)COc2ccccc2-3)c1
→ 3%	-4%
- COc1ccc(C(=O)Nc2c(N)nc(SCC(=O)N3CCCCCC3)[nH]c2=O)cc1OC
→ 2%	11%
- Cc1nc2sc(C(c3ccco3)N3CCN(c4cccc(Cl)c4)CC3)c(O)n2n1 (stereo not given)
→ 0%	-2%
- CC1CC(C)CN(C(=O)Cn2c(-c3nonc3N)nc3ccccc32)C1 (stereo not given)
→ -5%	-4%
- Cn1c(SCC#N)nnc1-c1cnccn1
→ 0%	3%
- COc1cc(/C=N/NC(=O)CCn2nnc3ccccc32)ccc1O
→ -13%	4%[1.84 µM]
- COc1ccc(NC(=O)c2oc3cc(C)c(C)cc3c2C)c(OC)c1
→ -8%	3%
- O=C(CNc1cccc(C(F)(F)F)c1)N/N=C/c1cccc(Br)c1
→ -22%	-12%
- Nc1cc(C(=O)c2ccccc2)ccc1N1CCOCC1
→ -16%	-8%
- CC(=O)[C@@H]1[C@@H]2C(=O)N(c3ccc(F)c(Cl)c3)C(=O)[C@@H]2C2c3ccccc3C=CN21 (stereo not given in full)
→ -12%	-5%
- CCOC(=O)C(NC(C)=O)(Nc1ccc(S(=O)(=O)Nc2ccncn2)cc1)C(F)(F)F (stereo not given)
→ -2%	23%
- COc1ccc(N=NC2=C(O)CC(C)(C)CC2=O)c(OC)c1
→ 13%	24%
- Cc1cc(N2CCCC2=O)cc(C)c1S(=O)(=O)NCCOc1ccc(C(C)(C)C)cc1
→ 2%	5%
- O=C(CSc1oc(-c2ccc(F)cc2)nc1S(=O)(=O)c1ccccc1)NCC1CCCO1 (stereo not given)
→ -6%	-5%
- Fc1ccc2c(c1)[C@H]1OCC[C@H]1[C@@H](c1ccco1)N2
→ -12%	-7%
- Cc1cc(C)n(-c2nc3ccccc3c(=O)n2OCCOc2ccccc2)n1
→ -11%	-12%
